Bioassay records from PubChem BioAssay.
pPAFAH FP inh: inhibitors of human plasma PAF acetylhydrolase (pPAFAH). AID 463082. actives 1.5% (n = 330,000). inhibition, % at 3.39 µM. recombinant pPAFAH, FP-rhodamine probe fluorescence polarization. Q13093;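 active = inhibition above the mean inhibition across the screen plus 3 SD, cut at about 25% in these data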;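 also: inhibitors block binding of the rhodamine activity-based probe so polarization drops; 0% = enzyme with DMSO and 100% = wells lacking pPAFAH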
PAFAH1B3 FP inh: inhibitors of human PAFAH1B3; Q15102; recombinant PAFAH1B3, FP-rhodamine probe, fluorescence polarization; inhibition, % at 3.39 µM; actives 0.28% (n = 340,000);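 active = inhibition above the screen-wide average of all tested compounds plus 3 SD, cut at about 25% in these data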;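 also: 0% = enzyme with DMSO only and 100% = wells lacking PAFAH1B3 protein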
Target sequence (Q15102 whole entry, looked up): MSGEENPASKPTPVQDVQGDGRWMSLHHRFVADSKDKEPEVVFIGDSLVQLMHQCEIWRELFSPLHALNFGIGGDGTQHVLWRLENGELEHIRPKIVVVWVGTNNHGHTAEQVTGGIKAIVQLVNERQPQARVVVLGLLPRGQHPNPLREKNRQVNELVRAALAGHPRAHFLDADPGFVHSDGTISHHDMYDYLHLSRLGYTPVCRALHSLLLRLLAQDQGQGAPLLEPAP
GSTO1 inh: GSTO1 inhibition, counter-screen for RBBP9 inhibitors. recombinant GSTO1, activity-based probe fluorescence polarization. P78417. AID 1974. inhibition, % at 5.96 µM. actives 1.1% (n = 300,000);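 active = inhibition above the campaign mean inhibition plus 3 SD, cut at about 35% in these data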;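 also: 0% = GSTO1-1 with DMSO and 100% = wells lacking GSTO1-1 enzyme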
Target sequence (P78417 whole entry, looked up): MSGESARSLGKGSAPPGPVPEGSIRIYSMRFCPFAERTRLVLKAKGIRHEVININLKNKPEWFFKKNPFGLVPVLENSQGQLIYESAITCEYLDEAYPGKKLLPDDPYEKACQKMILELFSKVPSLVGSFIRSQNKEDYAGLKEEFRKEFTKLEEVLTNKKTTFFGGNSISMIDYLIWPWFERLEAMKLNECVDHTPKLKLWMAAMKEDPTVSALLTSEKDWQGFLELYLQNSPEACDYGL
PAD4 inh: PAD4 (human) enzyme inhibition; AID 485272; actives 0.41% (n = 330,000); inhibition, % at 6.36 µM; recombinant PAD4, RCA probe fluorescence polarization;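 active = percent inhibition above a cutoff equal to the mean of all tested compounds plus 3 SD, cut at about 15% in these data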;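 also: 0% = PAD4 with RCA probe and DMSO and 100% = probe without PAD4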
PAFAH2 inh: PAFAH2 (human) inhibition; actives 0.99% (n = 340,000); recombinant PAFAH2, FP-rhodamine activity probe, fluorescence polarization; inhibition, % at 3.39 µM; Q99487; AID 492956;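 active = inhibition above the mean over all tested compounds plus 3 SD, cut at about 30% in these data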;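 also: inhibitors block probe labeling of enzyme so polarization drops; 0% = enzyme with DMSO and 100% = wells lacking PAFAH2 protein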
PAFAH1B2 FP inh: inhibitors of human PAFAH1B2; AID 492953; actives 1.2% (n = 340,000); recombinant PAFAH1B2, FP-rhodamine activity probe, fluorescence polarization; inhibition, % at 3.39 µM; P68402;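 active = inhibition above the mean of all tested compounds plus 3 SD, cut at about 24% in these data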;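 also: 0% = enzyme with DMSO and 100% = wells lacking PAFAH1B2; many of its hits are not listed in these tables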
LYPLA2 counter: LYPLA2 (human) inhibition in PME1 counter-screen; recombinant LYPLA2, FP-Rh probe fluorescence polarization; inhibition, % at 5.9 µM; actives 0.38% (n = 320,000);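 active = inhibition above the screen-wide mean plus 3 SD, limit set per campaign, cut at about 26% in these data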;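 also: 0% = LYPLA2 with DMSO and 100% = wells lacking LYPLA2 enzyme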
PME-1 inh: blocks human protein phosphatase methylesterase 1; recombinant PME-1, FP-Rh probe fluorescence polarization; inhibition, % at 5.9 µM; Q9Y570; actives 0.53% (n = 320,000); AID 2130;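 active = inhibition above the campaign mean of all compounds plus 3 SD, cut at about 26% in these data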;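 also: competitive labeling of PME-1 active site by serine hydrolase directed probe; 0% = PME-1 with DMSO and 100% = wells lacking PME-1 enzyme; inhibitors block probe labeling so polarization falls and inhibition rises; many of its hits are not listed in these tables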
Target sequence (Q9Y570 whole entry, looked up): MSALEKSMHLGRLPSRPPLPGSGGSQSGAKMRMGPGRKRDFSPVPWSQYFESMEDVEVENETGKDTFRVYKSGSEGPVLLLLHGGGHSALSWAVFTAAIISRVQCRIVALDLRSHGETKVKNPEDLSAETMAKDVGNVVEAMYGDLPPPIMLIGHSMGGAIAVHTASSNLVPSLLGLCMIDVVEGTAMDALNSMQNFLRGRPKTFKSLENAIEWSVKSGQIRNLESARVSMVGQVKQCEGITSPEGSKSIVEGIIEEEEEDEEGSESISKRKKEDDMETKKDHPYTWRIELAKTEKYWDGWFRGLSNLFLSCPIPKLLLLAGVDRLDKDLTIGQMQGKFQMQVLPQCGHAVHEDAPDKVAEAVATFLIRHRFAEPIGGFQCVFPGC
LYPLA1 counter: LYPLA1 (human) inhibition in PME1 counter-screen | recombinant LYPLA1, FP-Rh probe fluorescence polarization | AID 2174 | inhibition, % at 5.9 µM | actives 0.16% (n = 320,000);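 active = inhibition above the mean of all tested compounds plus 3 SD, set per campaign, cut at about 14% in these data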;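 also: inhibitors block serine hydrolase probe labeling of LYPLA1 so polarization falls; 0% = enzyme with DMSO and 100% = wells lacking LYPLA1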
Target sequence (O75608 whole entry, looked up): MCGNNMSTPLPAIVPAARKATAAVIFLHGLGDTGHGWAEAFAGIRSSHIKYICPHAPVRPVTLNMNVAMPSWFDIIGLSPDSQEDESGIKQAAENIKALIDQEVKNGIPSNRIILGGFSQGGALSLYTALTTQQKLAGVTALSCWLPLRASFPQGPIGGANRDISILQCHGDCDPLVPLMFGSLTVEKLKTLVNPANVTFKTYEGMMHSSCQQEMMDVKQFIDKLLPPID
* = called active by the depositor; x = no result given.

mol	pPAFAH FP inh	PAFAH1B3 FP inh	GSTO1 inh	PAD4 inh	PAFAH2 inh	PAFAH1B2 FP inh	LYPLA2 counter	PME-1 inh	LYPLA1 counter
CC(=O)N1N=C(c2ccc(C)o2)CC1c1ccc(F)cc1 (configuration not stated)	-0.5	-7.6	-0.5	-0.9	1.7	2.6	0.7	-5.9	-2.6
O=C1C=C(NC2CCCC2)CC(c2ccccc2)C1 (configuration not stated)	0.7	x	5.5	-0.6	x	x	1.1	-3.4	-0.6
O=S(=O)(NCCN1CCOCC1)c1cccc(C(F)(F)F)c1	-0.5	-1.9	8.9	-0.1	-2.4	3.7	5.2	0.1	0.0
O=C1Nc2ccccc2N=C(c2ccccc2)c2ccccc21	1.2	x	-3.1	-6.2	x	x	4.0	1.0	1.2
CC(NC(=O)C1CCN(C(=O)[C@@H]2Cc3ccccc3CN2)CC1)c1ccccc1 (some centres not stated)	-0.6	-0.8	-0.1	0.0	-0.9	4.7	4.5	6.1	-1.5
O=C(O)Cc1csc(NC(=O)CSc2nnnn2-c2ccc(O)cc2)n1	3.2	15.6	10.3	1.2	1.3	3.3	9.1	2.1	1.1
COc1ccc(N2COC3c4cccc5cccc(c45)C32)cc1 (configuration not stated)	5.4	5.2	0.7	-6.7	9.5	8.1	4.5	2.3	2.3
COc1ccc(-n2c(O)c(C=Nc3ccccc3)c3ccccc3c2=O)cc1OC	2.9	4.6	0.6	-0.4	14.8	0.3	-4.6	-3.2	-1.1
O=C(c1ccc2ccccc2n1)N1CCN(c2ccccc2O)CC1	5.2	-5.3	3.1	-0.9	8.7	1.7	-0.7	4.7	-0.2
Cc1ccc(-n2c(CNc3ccc(F)cc3)nnc2SCC(=O)N2CCOCC2)cc1	-4.3	0.6	-7.0	-1.1	-2.3	3.8	1.7	-2.8	-6.3
CCc1ccc(NC(=O)CN(c2ccc(OC)cc2)S(=O)(=O)c2c(C)nn(C)c2C)cc1	4.8	0.7	-4.4	-0.1	5.8	2.7	-5.3	-1.4	-0.7
CCOc1ccc(NC(=O)C2CCN(C(=O)C3CC(=O)N(c4ccc(C)cc4)C3)CC2)cc1 (configuration not stated)	6.3	1.4	-3.9	-0.6	-0.1	0.0	5.2	5.3	-1.6
Cn1c(=O)n(Cc2ccccc2)c(=O)c2c1nc(NCC1CCCO1)n2Cc1ccccc1 (configuration not stated)	4.2	7.9	-3.1	0.3	0.0	7.2	-1.1	4.5	-0.2
CC(=O)Nc1ccc(Nc2nc(-c3c(C)nc4ccccn34)cs2)cc1	6.0	x	7.7	-0.5	x	x	-4.5	10.1	-3.2
CCN1C(=O)c2ccc(-c3nc4ccccc4c(=O)o3)cc2C1=O	-2.7	10.6	0.2	1.4	34.9*	2.0	3.7	0.1	-2.0
NS(=O)(=O)c1ccc(NC(=O)CSc2nnc3n2CCCCC3)cc1	5.3	1.7	x	-0.7	-2.0	2.6	x	x	x
CCCCn1c(N)c(N(CCC(C)C)C(=O)CCCc2nc3ccccc3s2)c(=O)[nH]c1=O	-7.2	2.3	7.3	-1.1	-4.6	2.1	-4.9	-2.8	-1.7
COc1cc(/C=N/NC(=O)C(=O)/C=C2\NC3(CCCC3)Cc3ccccc32)ccc1O	13.1	10.7	5.6	-5.0	-6.2	13.4	2.4	7.2	-1.9
CCNC(=O)CCCOc1ccc(Cl)cc1Cl	5.9	3.8	4.9	-6.5	2.8	-2.0	-2.1	-1.5	3.2
COc1ccc(N(CC(=O)NC2CCCCCC2)S(=O)(=O)c2ccc(C)cc2)cc1OC	0.3	-1.6	1.5	-9.5	-0.4	-5.2	5.7	0.3	3.7

mol	pPAFAH FP inh	PAFAH1B3 FP inh	GSTO1 inh	PAD4 inh	PAFAH2 inh	PAFAH1B2 FP inh	LYPLA2 counter	PME-1 inh	LYPLA1 counter
COc1ccc(NC(=O)Nc2c(SC)nsc2SC)cc1	-9.3	-3.5	-5.2	-5.6	6.8	6.3	-6.0	-3.9	-3.0
CN(c1ccc(OCC(=O)OCC(=O)Nc2ccc(F)cc2)cc1)S(=O)(=O)c1ccc(Cl)cc1	4.0	6.5	6.3	0.0	12.8	14.5	-18.8	2.4	-1.4
CCOC(=O)c1cc2c(c(CSc3nc4ccccc4c(=O)n3Cc3ccco3)c1)OCOC2	0.1	2.1	3.3	5.0	-12.3	1.0	-2.3	-2.3	-1.9
Cc1ccccc1OCCC(=O)OCC(=O)NCCc1ccc(S(N)(=O)=O)cc1	2.5	8.9	x	-1.1	-1.9	3.0	1.2	3.4	-1.3
O=C(CSc1nc(=O)n2cc(Cl)ccc2n1)Nc1ccc2c(c1)OCCO2	16.2	-3.7	11.0	-4.7	0.7	-1.7	1.4	-10.7	0.4
Cc1cc(NC(=O)CN(C)CC(=O)Nc2ccc(Cl)cc2)no1	-5.4	3.5	x	0.4	4.0	7.0	x	x	x
CC(C)(C)NCC(O)COc1cccc2c1CCC(=O)N2 (configuration not stated)	-3.8	6.9	11.9	0.5	3.0	2.7	-1.8	-12.6	-3.7
O=C(c1cc([N+](=O)[O-])ccc1N1CCCC1)N1CCCCC1	-3.3	-1.5	-1.1	-2.2	-2.3	1.0	-3.1	-7.1	-0.3
C(=N\Nc1nc(-c2ccccc2)cs1)/c1ccncc1	10.7	9.1	-11.4	-6.4	5.5	8.8	1.8	7.2	1.1
Cc1ccc(S(=O)(=O)N2CCOC2CNC(=O)C(=O)NCCN2CCOCC2)cc1 (configuration not stated)	-0.3	3.5	-4.3	4.3	10.2	9.8	-1.4	-1.9	-0.5
CC(C)C(NC(=O)c1ccccc1)C(=O)N1CCCCCC1 (configuration not stated)	-3.3	4.7	4.5	-4.0	3.6	4.5	5.9	0.3	3.1
CC(/C=C/c1ccccc1)=N\Nc1nc(C)cc(C)n1	2.6	8.8	-3.3	1.1	-0.9	8.3	-4.2	3.4	3.5
NC(=O)C1(N2CCCCC2)CCN(Cc2nc(-c3cccs3)no2)CC1	1.8	3.4	-4.5	-4.7	-2.3	0.6	3.2	-5.0	2.4
CCCCNC(=O)C1(O)c2ccccc2NC(=O)N1c1ccc(Cl)cc1 (configuration not stated)	-3.1	-7.1	-0.6	-0.5	-1.5	-0.6	0.9	-7.2	-2.1
CCCOc1ccc(/C=C/C(=O)NC2CCCCC2)cc1OC	4.5	5.7	2.4	0.0	-0.9	0.7	-0.7	-2.0	-0.8
Cc1cccc(C(=O)OCC(=O)NCc2cccs2)c1	6.0	3.3	-15.6	0.4	41.1*	-4.3	-1.1	1.7	-0.3
COc1cccc(-c2nnc(SCCOc3ccc4c(C)cc(=O)oc4c3)o2)c1	-1.6	4.4	18.7	0.1	-3.2	1.3	3.2	4.0	1.9
CCCN1CCC(=O)N([C@H](CSc2ccccc2)c2ccccc2)CC1	2.3	-3.1	6.2	-1.2	-6.0	-2.0	6.5	4.2	2.4
O=C(OCC(=O)N1N=C(c2ccc(Cl)cc2)CC1c1ccco1)c1ccccc1O (configuration not stated)	-6.5	-2.0	1.9	0.3	-14.0	3.9	-8.0	-8.4	-5.9
COc1ccc(C2CC(=O)Oc3c(C(C)C)ccc(C)c32)cc1 (configuration not stated)	2.3	6.1	x	-4.5	-4.0	-0.9	x	x	x

mol	pPAFAH FP inh	PAFAH1B3 FP inh	GSTO1 inh	PAD4 inh	PAFAH2 inh	PAFAH1B2 FP inh	LYPLA2 counter	PME-1 inh	LYPLA1 counter
COc1ccc(/C=C/C(=O)OCC(=O)Nc2ccc3[nH]c(=O)[nH]c3c2)cc1OC	-2.9	6.4	7.6	0.1	-2.6	0.0	1.0	-10.0	1.7
N#CN/C(=N\S(=O)(=O)c1ccccc1)c1ccccc1	2.9	3.5	-1.4	-4.7	10.0	0.8	-0.7	1.6	-1.4
COc1ccc(NS(=O)(=O)c2cccc3nsnc23)cc1Cl	3.4	3.5	7.7	0.3	1.9	0.4	-2.4	0.2	2.1
C/C=N/NC(=O)c1cc(Br)ccc1O	19.5	-1.9	-5.4	-6.8	-9.8	1.6	13.7	-13.9	0.5
Cc1cccn2c(=O)c3cc(C(=O)NCCN4CCOCC4)c(=N)n(CCCN4CCOCC4)c3nc12	-2.5	8.5	11.0	6.5	-4.1	2.2	0.1	-6.9	-1.0
Cc1cccc(NC(=O)CCS(=O)(=O)c2ccc(Cl)cc2)c1	3.2	-7.6	-3.0	-0.5	3.7	7.6	-2.2	4.5	0.2
C/C=C/c1ccc(OCC(=O)N(C)CC(=O)Nc2ccc(F)cc2)c(OC)c1	1.0	4.5	8.0	1.9	-0.4	7.0	-0.4	5.5	1.6
O=C(CSc1nnc2ccccn12)c1ccc(OC(F)F)cc1OC(F)F	0.0	2.9	8.0	-2.3	4.0	2.8	-5.3	-1.7	-3.9
CN(NS(C)(=O)=O)c1c(C#N)c(C(F)(F)F)nn1C	1.1	5.8	4.7	-5.9	-3.6	2.5	-1.3	-2.9	-2.2
Cn1c(C(=O)Nc2ccc3c(c2)OCCO3)cc2c(=O)n(C)c3ccccc3c21	8.7	4.0	4.4	-1.4	2.6	3.9	-1.7	12.8	-1.4
COc1cccc(OC)c1C(=O)Nc1nc2ccc(S(C)(=O)=O)cc2s1	0.3	8.8	17.1	4.1	-10.4	-0.1	4.5	-3.6	1.1
CCc1nnc(NC(=O)C2Cc3ccccc3CN2S(=O)(=O)c2c(C)c(C)cc(C)c2C)s1 (configuration not stated)	-1.4	-0.4	-6.7	0.7	2.1	-1.1	-6.5	-12.6	-6.8
Cc1ccc2[nH]c(=O)c(CN(CCCN(C)C)C(=O)Nc3cccc(Cl)c3)cc2c1	4.1	3.0	2.3	-4.8	2.3	-0.2	-2.1	-0.7	0.0
O=C(COc1ccc(F)cc1Cl)Nc1nc(-c2ccccn2)cs1	-2.0	10.4	10.3	-12.2	1.4	-0.1	-4.8	-11.0	-2.2
Cc1ccc(-n2ccc(=O)c(C(=O)Nc3ccc(S(=O)(=O)Nc4onc(C)c4C)cc3)n2)cc1	-1.5	11.6	-1.3	-7.3	3.6	1.6	2.1	7.8	-0.4
CC(=O)c1sc(NC(=O)c2c(F)cccc2F)nc1C	2.6	-4.5	-11.3	2.6	3.9	4.3	2.7	-0.7	-0.5
Cc1c(C(=O)N/N=C/c2c(O)ccc3ccccc23)nnn1-c1nonc1N	5.1	8.4	14.0	-0.1	-3.7	-1.0	5.6	1.1	-4.7
Cc1cccc(NC(=O)NNC(=O)c2cc3ccccc3cc2O)c1C	33.8*	11.3	6.4	-3.5	5.5	0.4	-1.8	-1.4	-3.5
CSc1nc2c(c(-c3ccccc3)c1C#N)CCC2	-0.8	3.6	-2.9	-1.2	-2.3	1.0	-1.2	-10.1	0.2
Cc1oc2ccc(O)cc2c1C(=O)c1ccc(Br)cc1	-1.2	4.3	-3.7	-3.8	5.1	4.5	-5.0	-2.1	-1.6

mol	pPAFAH FP inh	PAFAH1B3 FP inh	GSTO1 inh	PAD4 inh	PAFAH2 inh	PAFAH1B2 FP inh	LYPLA2 counter	PME-1 inh	LYPLA1 counter
CCCCc1ccc(N=N/C(C(=O)Nc2cc(OC)c(NC(C)=O)cc2OC)=C(/C)O)cc1	4.5	6.7	7.5	-2.1	-11.1	4.2	-2.3	10.5	-1.9
COc1ccc(CCNC(=O)CSc2nnc(CNC(=O)c3cc(OC)c(OC)c(OC)c3)o2)cc1OC	2.6	6.6	-3.6	-3.2	1.4	3.6	7.4	-2.3	4.8
Cc1cccc(Cc2nnc(CCC(=O)NCc3cnc4ccccn34)o2)c1	2.5	8.6	2.9	-1.8	4.3	6.5	3.7	0.8	-0.5
O=C(Oc1cc(=O)oc2c1c(=O)n1c3c(cccc23)CC1)c1ccccc1	6.9	10.4	20.5	3.3	12.1	2.7	0.6	-8.4	-2.7

An excerpt. The share of hits here may be higher or lower than overall.
